TNAP inh hiacc: human TNAP enzyme inhibitors, primary screen, biochemical, luminescent, high phosphate acceptor level, uHTS. Alkaline phosphatase, tissue-nonspecific isozyme (Homo sapiens), P05186. purified TNAP, CDP-star luminescence, 1 M DEA. inhibition, % at 20 µM. 200,000 tested, 0.03% active;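 active = over 50% inhibition of tissue-nonspecific alkaline phosphatase at 20 µM in the single-dose screen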;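 also: plate controls were DMSO wells for no effect and EDTA-quenched wells as full inhibition for full effect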
Target sequence (P05186 whole entry, looked up): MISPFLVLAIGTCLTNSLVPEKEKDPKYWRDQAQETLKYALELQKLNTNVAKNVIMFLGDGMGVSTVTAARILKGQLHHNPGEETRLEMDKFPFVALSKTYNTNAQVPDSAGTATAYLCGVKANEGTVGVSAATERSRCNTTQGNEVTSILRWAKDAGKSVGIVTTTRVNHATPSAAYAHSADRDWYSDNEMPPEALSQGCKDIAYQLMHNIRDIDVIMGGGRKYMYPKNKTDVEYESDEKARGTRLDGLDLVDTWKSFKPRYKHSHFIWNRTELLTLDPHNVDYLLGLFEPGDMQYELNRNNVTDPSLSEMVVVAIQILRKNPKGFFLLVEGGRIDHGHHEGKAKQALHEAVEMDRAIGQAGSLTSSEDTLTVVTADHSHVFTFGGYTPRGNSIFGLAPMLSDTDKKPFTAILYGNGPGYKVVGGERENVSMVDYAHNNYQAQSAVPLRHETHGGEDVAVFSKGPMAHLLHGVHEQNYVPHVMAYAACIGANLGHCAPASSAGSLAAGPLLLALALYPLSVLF
TNAP act hiacc: TNAP activators at high phosphate acceptor level, primary screen, biochemical, luminescence, uHTS | Alkaline phosphatase, tissue-nonspecific isozyme (Homo sapiens), P05186 | purified TNAP, CDP-star luminescence, 1 M DEA, 30 min; hits give high values; 0 = EDTA background, 1 = DMSO-only activity | activation factor at 20 µM | 200,000 tested, under 10 active | AID 1136, 2008;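 active = activation factor at least 2 at 20 µM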
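system = human TNAP | amount = enzyme diluted 1/800 final | reagent = 100 µM CDP-star substrate | signal = luminescent substrate turnover signal | dosing = one dose, 20 µM | benchmarks = EDTA negative control, DMSO positive control | measure = activation factor | timing = 30 min reaction, room temperature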
PMI activator: activators of human PMI, primary screen, biochemical, fluorescence intensity, near-Km mannose 6-phosphate; Mannose-6-phosphate isomerase (Homo sapiens), P34949; purified human PMI, coupled resazurin fluorescence, 20 min; hits give high values; 1 = vehicle control, 0 substrate-free wells; activation factor at 20 µM; 190,000 tested, 0.005% active; AID 1214, 2008;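 active = activation factor of 2 or more at 20 µM, relative to plate controls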
Target sequence (P34949 whole entry, looked up): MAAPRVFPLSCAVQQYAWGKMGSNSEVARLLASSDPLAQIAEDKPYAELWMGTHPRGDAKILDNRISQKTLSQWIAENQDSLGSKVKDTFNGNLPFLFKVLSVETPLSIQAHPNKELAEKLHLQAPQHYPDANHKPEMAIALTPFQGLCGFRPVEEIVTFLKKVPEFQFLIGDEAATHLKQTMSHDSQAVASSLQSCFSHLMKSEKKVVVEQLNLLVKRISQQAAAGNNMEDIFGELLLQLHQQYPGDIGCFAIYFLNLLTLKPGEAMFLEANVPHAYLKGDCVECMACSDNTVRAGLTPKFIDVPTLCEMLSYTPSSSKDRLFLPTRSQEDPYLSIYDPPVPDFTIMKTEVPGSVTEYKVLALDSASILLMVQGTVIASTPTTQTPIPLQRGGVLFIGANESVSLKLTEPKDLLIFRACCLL
Diaphorase act: compounds boosting diaphorase resazurin reduction – biochemical, uHTS, resorufin fluorescence, counter-screen for diaphorase-coupled primary assays, primary screen. Diaphorase/resazurin coupled assay, 16 min; hits give high values; 1 = vehicle wells, 0 = NADH-free wells. activation factor at 20 µM. 190,000 tested, 0.005% active;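 active = diaphorase activity raised at least twofold by the compound at 20 µM; inactive = activation factor below 2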
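Material: Clostridium kluyveri diaphorase, purified enzyme; Quantity: enzyme 0.07 U/mL final; Medium: HEPES pH 7.4 buffer with MgCl2 and Tween 20; Dosing: single compound dose of 20 µM, 1% DMSO final; Schedule: 16 min reaction at room temperature; Measured by: red resorufin fluorescence at 544/590 nm excitation/emission.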
PMI act hi M6P: human PMI activators, high substrate, primary screen, biochemical, fluorescence intensity, near-saturating mannose 6-phosphate. Mannose-6-phosphate isomerase (Homo sapiens), P34949. coupled PMI enzyme assay, resazurin fluorescence, 20 min; hits give high values; 1 = untreated enzyme, 0 = substrate-free blank. activation factor at 20 µM. 190,000 tested, 0.34% active;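 active = activation factor of 2 or more at 20 µM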
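Material: human phosphomannose isomerase with PGI, G6PDH, diaphorase coupling enzymes. Quantity: 15 ng/mL PMI. Medium: HEPES pH 7.4 buffer with MgCl2 and Tween-20. Reagent: Near-saturating mannose-6-phosphate, 1.0 mM. Compound: 20 µM single dose. Times: enzyme reaction with compound 20 min at room temperature. Detection: resorufin fluorescence at Ex 544/Em 590 nm.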
G6PDH CS: L. mesenteroides G6PDH inhibitors, counter-screen for G6PDH-coupled screening assays, biochemical, Leuconostoc mesenteroides enzyme | glucose-6-phosphate dehydrogenase [Leuconostoc mesenteroides] | Purified L. mesenteroides G6PDH, diaphorase/resazurin coupled fluorescence, 45 min | inhibition, % at 5 µM | 200,000 tested, 0.12% active; in the data active = inhibition above about 50%
FLuc act counter: FLuc activators, initial screening, artefact control for FLuc-dependent activation tests, biochemical, ATPlite luminescence; ATPlite luciferase biochemical, 10 min; 0 = ATP-free wells, 1 = DMSO control; activation factor at 10 µM; 200,000 tested, under 10 active; AID 1027, 2008;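 active = luciferase activation factor, scaled between plate controls, of at least 2 with compound at 10 µM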
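Assay system – cell-free luciferase reagent · Medium – PBS-based ATP solution · Dosing – test compounds dosed from 2 mM stocks in 100% DMSO · Timing – 10 min, room temperature · Technique – light output (luminescence) · Measure – luminescence gain marking luciferase activators · Controls – No-ATP low control, compound-free enzyme-plus-ATP high control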
TNAP inh noacc: human TNAP enzyme inhibitors, primary screen, biochemical, luminescent, no phosphate acceptor, uHTS. Alkaline phosphatase, tissue-nonspecific isozyme (Homo sapiens), P05186. purified TNAP, CDP-star luminescence, 30 min. inhibition, % at 20 µM. 200,000 tested, 0.26% active;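 active = tissue-nonspecific alkaline phosphatase inhibition above about 50% at 20 µM in the single-dose screen, limit read from the data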;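 also: 0% = DMSO negative control and 100% = EDTA positive control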
Diaphorase inh: diaphorase inhibitors and chemical oxidizers, primary screen, counter-screen for diaphorase-coupled primary assays, biochemical, uHTS, resorufin fluorescence. diaphorase resazurin-to-resorufin fluorescence, NADH, 16 min; bacterial (C. kluyveri) enzyme, not human. inhibition, % at 20 µM. 190,000 tested, 0.69% active. AID 1217, 2008;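 active = primary screen inhibition at 20 µM above a set limit, cut at about 50% in these data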;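 also: plate controls were DMSO with full reaction for no effect and wells lacking NADH for full effect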
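material = Clostridium kluyveri diaphorase enzyme | amount = 0.14 U/mL diaphorase, enzyme working solution | schedule = incubation 16 min, room temperature | detection = fluorescence of resorufin formed from resazurin, Ex 544/Em 590 nm | benchmarks = positive control minus NADH, DMSO neutral control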
HMGR II inh: inhibitors of E. faecalis class II HMGR, primary screen, biochemical, Enterococcus faecalis; HMG-CoA reductase (Enterococcus faecalis, mvaE); purified E. faecalis HMGR, NADPH absorbance 340 nm kinetic; inhibition, % at 10 µM; 190,000 tested, 0.41% active; AID 1066, 2008;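 active = inhibition above a set limit, the median over all tested compounds plus 3 SD, cut at about 9.5% in these data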;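 also: enzyme runs in reverse so mevalonate oxidation gives rising NADPH absorbance; 0% = complete reaction with DMSO and 100% = background rate lacking mevalonate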
* marks the source's active call; other numbers are inactive results; x = not tested or not shown.

Structure	TNAP inh hiacc	TNAP act hiacc	PMI activator	Diaphorase act	PMI act hi M6P	G6PDH CS	FLuc act counter	TNAP inh noacc	Diaphorase inh	HMGR II inh
O=C1CC(N2CCN(c3ccccc3O)CC2)C(=O)N1Cc1ccccc1 (configuration not stated)	-3	1	0.9	1	0.8	7	1	-3	0	6
CC(C)(C)c1ccc(C(=O)Nn2c(CCC(=O)O)ccc2-c2cccs2)cc1	-9	1.1	1	1.1	1.1	2	1	-2	-12	-1
CCN(C(C)=O)c1ccc(Oc2nc(OC)cc(OC)n2)cc1	-2	1	1	1.1	1	2	1	-6	-9	-3
Cc1ccc(S(=O)(=O)Nc2cc(=O)[nH]c(SCc3ccc(Cl)cc3)n2)cc1	0	1	0.9	0.8	0.9	6	1.1	-17	23	-6
COc1ccc(-n2c(C)cc(C(=O)CSc3nn4c(=O)c(C(C)(C)C)nnc4s3)c2C)cc1	-2	1	0.9	0.7	0.6	2	1	-11	33	-9
Cc1cccc(OCC(=O)O/N=C(\N)c2ccccn2)c1	1	1	0.9	0.9	0.9	6	0.9	-4	9	5
CCN(CC)c1ccc2cc(C(=O)NNC(=O)c3ccc(S(=O)(=O)N4CCCCC4)cc3)c(=O)oc2c1	13	0.9	0.9	0.9	0.9	-2	1.1	-31	8	-4
COc1ccc(-c2nc(NC(=O)CSc3nnc4ccccn34)ns2)cc1	-4	1	1	1	1.1	1	0.7	-5	0	-3
O=C(Oc1cccnc1)c1cc(S(=O)(=O)N2CCCCC2)ccc1Cl	-8	1.1	1	0.9	1.1	4	1.1	-6	14	1
CC(C)c1cccc(OCCCCN(C)C)c1	-3	1	0.9	0.8	0.9	18	1	-10	18	-1
O=C(O)C1C2C=CC3(CN(Cc4ccncc4)C(=O)C13)O2 (configuration not stated)	6	0.9	1.2	1	1.2	0	1.1	1	-2	-6
CCCn1c(SCC(=O)Nc2ccccc2C(=O)OC)nc2c1c(=O)n(C)c(=O)n2C	-8	1.1	0.9	0.9	0.9	-37	1.1	-10	14	-3
CCc1ccc2[nH]c(=O)c(C(c3nnnn3CCOC)N3CCN(c4ccccc4F)CC3)cc2c1 (configuration not stated)	-2	1	0.7	0.6	0.9	16	1.1	0	42	-8
CCn1cc(C(=O)OCC(=O)N(C)C2CCS(=O)(=O)C2)c(=O)c2ccc(C)nc21 (configuration not stated)	-6	1.1	1	0.8	1	2	1.1	-16	18	-7
COc1ccc(CC(=O)N[C@@H](CCSC)c2nc3ccccc3[nH]2)cc1	-4	1	1.3	0.9	1.2	3	1.1	-12	5	-5
O=C(NC1CCCCCC1)c1c(O)c2ccccc2[nH]c1=O	-5	1	1.1	1	1.1	2	0.6	-4	0	-8
Cc1ccc(NCCC(=O)c2cccs2)cc1Cl	1	1	0.8	0.7	0.8	-7	1	-9	29	-4
CC(C)CCN1CCN(Cc2ccc(Sc3nncn3C)o2)CC1CCO (configuration not stated)	-1	1	x	x	x	12	1	-3	x	-1
OC(COc1ccc(OCc2ccccc2)cc1)CN1CCOCC1 (configuration not stated)	-6	1.1	0.9	1	0.9	-2	1	-8	1	-8
CCc1cc2c(C)cc(=O)oc2cc1OC(=O)C1CCCN1C(=O)OC(C)(C)C (configuration not stated)	-2	1	1	0.8	0.9	4	1	-9	25	-4
Cc1oc2nc(SCCCC(=O)NCCO)nc(N)c2c1C	-1	1	1.1	1	1	8	0.9	-6	4	-3
CCOc1cc(/C=C2/NC(=O)N(CC(=O)Nc3cccc(C)c3)C2=O)ccc1OCC(N)=O	-2	1	0.8	0.8	0.8	9	1	-5	24	1
Cc1cccc2sc(NNC(=O)c3cc(=O)c4ccccc4o3)nc12	14	0.9	0.9	0.5	0.8	9	0.6	-114	49	-2
Cc1[nH]c2ccccc2c1C(=O)C(=O)N1CCCc2ccccc21	1	1	0.9	0.9	0.9	15	1	-2	13	4
CC(C)n1c(CSCc2ccc(Cl)cc2Cl)n[nH]c1=S	-5	1	0.9	0.8	1	-5	1.1	-104	23	0
COc1ccc(-c2cc(C(=O)Nc3nc4c(C)cccc4s3)c3ccccc3n2)cc1OC	-2	1	1	1	1	2	1	-4	0	-4
CCCCNC(=S)Nc1ccccc1Cc1ccccc1	-1	1	1	1	1.1	2	1	-12	3	-4
Cn1c(=O)c(C(=O)Nc2cnccn2)c(O)c2ccccc21	-8	1.1	0.8	0.8	0.9	11	0.7	-7	23	x
COC(=O)c1sc2nc(C)nc(SCC(=O)C(C)(C)C)c2c1C	0	1	0.8	0.8	0.9	2	1	-9	22	-7
CC(=O)Cc1nsc(Nc2cccc(C)c2)n1	-1	1	0.9	1	0.9	6	1	-7	4	-5
Cc1ccc(C(=O)N2CCC(C(=O)NCc3cccnc3)CC2)cc1	-1	1	1	1	1	6	1	-11	-4	-3
Cc1ccc(N2NC(=O)/C(=C/C=C/c3ccco3)C2=O)cc1C	13	0.9	1.3	0.9	1.2	6	1.1	8	10	-3
Cc1ccc(C2=C/C(=C/c3cccs3)C(=O)O2)cc1	5	0.9	1	0.9	1.1	-14	0.1	-1	5	-4
O=C(C1=COCCO1)N1CCN(S(=O)(=O)c2cccc(Cl)c2Cl)CC1	-3	1	1	0.9	1	6	1.1	-14	8	-6
O=[N+]([O-])c1cccc(-c2nnc(CNC3CC3)o2)c1	-5	1.1	1.1	1	1	6	1	-6	-4	1
COCCCNC(=S)N1CCCC(c2nc3cc(C)c(C)cc3[nH]2)C1 (configuration not stated)	-2	1	0.9	0.9	0.9	14	1	2	11	-5
COc1ccc(CCNc2ccncn2)cc1OC	-4	1	1	0.9	1.1	3	1	-18	9	-1
COc1ccc(C(NC(C)=O)c2ccc3cccnc3c2O)c(OC)c1 (configuration not stated)	-8	1.1	1	0.7	0.6	14	1	-20	30	-3
Cc1ccccc1-c1nnn(CC(=O)Nc2ccc3c(c2)OCO3)n1	-5	1	1	1	1	-5	1.1	-14	4	-12
CSc1nc(-c2ccco2)nn1C(=O)Cc1ccccc1	-2	1	0.9	0.9	1	2	1	-2	9	0
COc1cc(CNC2CCCCCCC2)cc(Br)c1OCC#N	-1	1	1.1	0.9	1	4	1	-5	10	0
CCC(=O)c1ccccc1OCCCN1C(=O)NC(C)(C)C1=O	1	1	0.9	0.9	1	-7	1.1	-11	9	2
CCOC(=O)c1c(CN2CCCCC2)n(C)c2cc(Br)c(O)c(CN(C)C)c12	-5	1	0.8	0.9	0.7	0	1	-9	8	-2
COc1ccc(NC(=O)NCCC2=CCCCC2)cc1	-5	1.1	1.1	1.1	1	5	0.9	-7	-7	-8
Cc1nc(SCc2ccc([N+](=O)[O-])cc2)nc2ccccc12	1	1	0.9	0.8	0.9	-32	1.1	-4	16	-10
O=C(Nc1ccccc1N1CCOCC1)c1ccccc1NS(=O)(=O)c1ccc(F)cc1	4	1	0.8	0.9	0.9	-4	1	-2	13	-2
O=S(=O)(NCc1ccccc1F)c1cccc(S(=O)(=O)N2CCOCC2)c1	-1	1	1	1	1	7	1	-6	3	-11
CC(=O)Nc1ccc(C(=O)NCC(=O)OCc2c(F)cccc2Cl)cc1	-5	1.1	0.9	0.9	0.9	-5	0.9	-11	14	-1
Cc1cc(CNC(=O)COc2ccc(F)cc2F)c2ccccc2n1	1	1	1	1	1	4	1	-6	0	-1
CSc1ncc(CN2CCN(C3CCN(C(C)C)CC3)C(CCO)C2)cn1 (configuration not stated)	-5	1.1	0.9	0.9	1	5	1	-11	7	-1
O=C(CNC(=O)c1cccs1)NCCN1CCN(Cc2ccccc2)CC1	-6	1.1	1	1	1.1	3	1.1	-16	4	-2
COCCNc1oc(COc2cccc(C)c2)nc1C#N	-5	1	1	0.9	0.9	-23	1	-15	14	-3
O=C(N/N=C/c1ccc(OC(=O)c2ccco2)cc1)c1ccccn1	-8	1.1	1	0.9	1	6	0.5	-5	12	0
COc1ccccc1OC(=O)CN1C(=O)c2ccccc2C1=O	-3	1	1	1	1.1	5	1	-8	1	-3
Cc1ccccc1OCC(=O)N/N=C1\CCOc2c(C)cccc21	-3	1	1	1	1	9	1	-6	-4	0
O=C(NC(Cc1ccccc1)C(=O)O)/C(=C\c1ccc(Cl)cc1)NC(=O)c1ccccc1 (configuration not stated)	-1	1	0.9	1	0.9	12	1.1	-5	4	-3
O=C(CSc1nc(-c2ccc(F)cc2)cs1)N1CCOCC1	0	1	0.8	0.9	0.9	12	0.9	-4	13	-1
COc1ccc(C(=O)Nc2nnc(-c3cccs3)s2)cc1	4	1	1	1	1	-2	0.9	-4	2	-4

Record cards, from the list above. Values in the order: TNAP inh hiacc	TNAP act hiacc	PMI activator	Diaphorase act	PMI act hi M6P	G6PDH CS	FLuc act counter	TNAP inh noacc	Diaphorase inh	HMGR II inh
CC(=O)Nc1ccc(C(=O)NCC(=O)OCc2c(F)cccc2Cl)cc1 is entered as -5	1.1	0.9	0.9	0.9	-5	0.9	-11	14	-1
O=C(Nc1ccccc1N1CCOCC1)c1ccccc1NS(=O)(=O)c1ccc(F)cc1 is entered as 4	1	0.8	0.9	0.9	-4	1	-2	13	-2

Assay outcomes as filed in PubChem.
